Screening results deposited in PubChem BioAssay by several laboratories.
BAP1 block: inhibitors of BAP1 deubiquitinase, primary screen, biochemical, Ub-AMC fluorescence, kinetic; hit rate 0.48% among 72,000; activity remaining (% of control), % at 20 µM; AID 436, 2006; recombinant BAP1, Ub-AMC hydrolysis fluorescence kinetic; active compounds read low;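 active means activity remaining at or below 50% of control, provided the compound also passes the data quality filters; inactive means the rest, including low values that fail the filters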;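 further: 100% = DMSO wells rate and 0% = substrate alone blank rate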
Target sequence (Q92560 whole entry, looked up): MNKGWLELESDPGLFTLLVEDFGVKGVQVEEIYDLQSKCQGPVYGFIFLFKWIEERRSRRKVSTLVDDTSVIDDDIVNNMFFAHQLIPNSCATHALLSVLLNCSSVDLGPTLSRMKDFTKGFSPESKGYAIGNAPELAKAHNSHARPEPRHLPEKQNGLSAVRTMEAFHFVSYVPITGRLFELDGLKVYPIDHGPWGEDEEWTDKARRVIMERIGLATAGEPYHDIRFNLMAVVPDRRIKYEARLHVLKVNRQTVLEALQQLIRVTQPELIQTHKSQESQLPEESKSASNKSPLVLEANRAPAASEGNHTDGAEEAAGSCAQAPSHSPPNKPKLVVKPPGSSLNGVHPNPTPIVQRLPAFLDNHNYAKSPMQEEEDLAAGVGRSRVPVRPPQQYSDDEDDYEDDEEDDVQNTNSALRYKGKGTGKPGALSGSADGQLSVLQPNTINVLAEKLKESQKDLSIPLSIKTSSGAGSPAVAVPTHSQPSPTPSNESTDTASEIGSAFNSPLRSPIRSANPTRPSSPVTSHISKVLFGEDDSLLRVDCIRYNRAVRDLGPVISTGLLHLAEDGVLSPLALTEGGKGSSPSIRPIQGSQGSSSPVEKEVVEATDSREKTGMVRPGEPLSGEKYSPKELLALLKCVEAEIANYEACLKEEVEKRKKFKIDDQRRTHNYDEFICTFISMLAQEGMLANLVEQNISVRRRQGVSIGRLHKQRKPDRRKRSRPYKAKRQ
HePTP inh: inhibitors of human HePTP phosphatase, primary screen, biochemical, absorbance, leukemia target; Tyrosine-protein phosphatase non-receptor type 7 (Homo sapiens), P35236; recombinant HePTP phosphatase activity, OD absorbance; inhibition, % at 20 µM; hit rate 0.64% among 110,000; AID 521, 2006; in the data active means inhibition above about 50%;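 further: plate controls were vehicle for no effect and reference inhibitor for full effect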
Target sequence (P35236 whole entry, looked up): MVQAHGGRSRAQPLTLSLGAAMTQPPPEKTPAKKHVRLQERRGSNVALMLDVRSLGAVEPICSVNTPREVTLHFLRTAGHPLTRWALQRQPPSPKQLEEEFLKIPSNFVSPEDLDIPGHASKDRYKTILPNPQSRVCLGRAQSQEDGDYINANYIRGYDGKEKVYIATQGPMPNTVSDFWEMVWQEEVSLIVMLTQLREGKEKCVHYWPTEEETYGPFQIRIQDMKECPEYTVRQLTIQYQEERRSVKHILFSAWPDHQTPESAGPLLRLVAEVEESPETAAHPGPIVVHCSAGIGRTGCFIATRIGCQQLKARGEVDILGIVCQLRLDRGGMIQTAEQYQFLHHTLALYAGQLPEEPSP
Starred values were filed as active, the others as inactive; & = joins results of further samples.

CC1(c2ccccc2)NC(=O)N(CCOc2ccccc2)C1=O (centres undefined) was read as BAP1 block 99 and HePTP inh 9.
Cc1cccc(-c2nnc(SCc3cc(=O)[nH]c4ccccc34)n2C)c1 was read as BAP1 block 101 and HePTP inh 7.
Screening COc1ccc(C(=O)N/C(=C\c2ccc(-c3cccc([N+](=O)[O-])c3)o2)C(=O)NCc2ccncc2)cc1 returned HePTP inh 10.
For CS(=O)(=O)c1ccc2nc(NC(=O)c3ccccc3Cl)sc2c1 the results were HePTP inh 0.
For O=C(NC1C2CC3CC(C2)CC1C3)c1cccc(I)c1 (centres undefined) the results were HePTP inh 8.
Screening Cc1c(C(=O)OC2CCCCC2)sc2nc[nH]c(=O)c12 returned BAP1 block 102 and HePTP inh 4.
Screening CCOC(=O)N1CCN(c2ccc(C(=O)c3ccccc3)cc2F)CC1 returned BAP1 block 75 and HePTP inh 4.
Screening Cc1cc(COc2ccccc2OCc2cc(C)no2)on1 returned BAP1 block 92 and HePTP inh 9&6.
Screening CCSc1ccccc1C(=O)n1nnc2ccccc21 returned BAP1 block 105 and HePTP inh 0.
`CCOC(=O)c1[nH]c(C)c(C(=O)NCCCOC(C)C)c1C` gave BAP1 block 88 and HePTP inh 2.
Screening O=C(c1noc2c1CCc1ccccc1-2)N1CCCc2ccccc21 returned BAP1 block 115 and HePTP inh 6.
For CC1=C(C(=O)OC2CCCC2C)C(c2ccccc2Cl)NC(=O)N1 (centres undefined) the results were HePTP inh -3.
Screening C/C(=N\NC(=O)c1cc2ccccc2cc1O)c1ccco1 returned HePTP inh 6.
O=C(Nc1ccc(NC(=O)c2ccco2)c(Cl)c1)c1cccc(F)c1 was read as BAP1 block 96.
CCOc1ccc(CNc2ccc3c(c2)nc(C)n3C)cc1 was read as BAP1 block 142 and HePTP inh 8.
Cc1cccc(OCCOc2cccc(/C=N/n3cnnc3)c2)c1 was read as HePTP inh -2.
For CCSc1nc2ccccc2n1CC(=O)N1CCOCC1 the results were HePTP inh 5.
CC(C)C1=NN2C(=N)/C(=C/c3ccc(OCc4ccc(F)cc4)cc3)C(=O)N=C2S1 was read as HePTP inh 7.
Screening CCOc1ccc(C2C(C(C)=O)=C(O)C(=O)N2CC2CCCO2)cc1 (centres undefined) returned HePTP inh 1.
`CCCN1CCC(=NNC(=O)c2c[nH]c3ccccc23)CC1` gave HePTP inh -7.
C=CCN(CC=C)CCCCOc1cccc(C)c1 was read as HePTP inh -3.
Screening CCOc1cc(C=NNC(=S)NC2CCCCC2)ccc1O returned HePTP inh 9.
CN1CCc2c(sc3c2c(=O)n(-c2ccccc2)c2nnc(SCc4ccccc4F)n32)C1 was read as BAP1 block 98 and HePTP inh 3.
`CCCn1c(NCCO)nc2ccccc21` gave HePTP inh 6.
COc1ccc(CN2C(=O)CCC2(C)C(=O)NC2CCCC2)c(OC)c1 (centres undefined) was read as BAP1 block 92 and HePTP inh 4.
Screening Cn1c(/C(C#N)=C(\O)c2ccc(S(=O)(=O)N3CCCCC3)cc2)nc2ccccc21 returned BAP1 block 272 and HePTP inh -7.
For O=C(O)CCC(=O)N1CCC(C(=O)c2cccc(Cl)c2)CC1 the results were BAP1 block 103 and HePTP inh 5.
Screening O=C1Nc2ccccc2C12Nc1ccccc1-c1nc3ccccc3n12 (centres undefined) returned BAP1 block 61 and HePTP inh -3.
For O=c1cc(N2CCOCC2)[nH]c(=O)n1-c1ccc(Br)cc1 the results were BAP1 block 95 and HePTP inh 5.
COC(=O)c1sc(NC(=O)CSc2nnnn2-c2ccc(C)cc2C)nc1C was read as BAP1 block 108 and HePTP inh 1.
CCSC1(SCC)N=C(N)C2(C#N)C(c3ccccc3)NC(C)=C(C)C12C#N (centres undefined) was read as BAP1 block 60 and HePTP inh 1.
CCOC(=O)c1c(C)nc2n(/N=C/c3ccccc3)c3ccccc3n12 was read as HePTP inh -15.
Screening O=C(Nc1ccc(S(=O)(=O)N2CCCCCC2)cc1)c1ccccc1[N+](=O)[O-] returned HePTP inh -2.
O=C(Cn1nc(C(=O)O)c2ccccc2c1=O)NCCC1=CCCCC1 was read as BAP1 block 125.
For O=C(CCCCn1c(=O)[nH]c2ccccc2c1=O)NCCc1c[nH]c2ccccc12 the results were BAP1 block 89 and HePTP inh -2.
COc1cc(/C=C2/SC(=S)N(c3ccccc3)C2=O)ccc1OC(=O)c1ccc([N+](=O)[O-])cc1 was read as HePTP inh 0.
Screening CC(=O)OCc1cc2cccc(C)c2[nH]c1=O returned BAP1 block 86 and HePTP inh -4.
`CCCn1c(=O)c2ccccc2n2c(SCCOc3ccc(C)cc3)nnc12` gave BAP1 block 80 and HePTP inh -1.
`O=C1c2cccc3cccc(c23)C(=O)N1c1nncs1` gave HePTP inh 4.
`CCC(CC)n1[nH]c(=O)c2c(C)cc(C)nc21` gave BAP1 block 83 and HePTP inh 1.
For CCOC(=O)c1[nH]c(C)c(C(=O)NCC2CCCO2)c1C (centres undefined) the results were BAP1 block 97 and HePTP inh 9.
Cc1c(N=c2c(=O)c3ccccc3c2=O)c(=O)n(-c2ccccc2)n1C was read as BAP1 block 87 and HePTP inh 16.
Screening COc1cc([N+](=O)[O-])ccc1-c1ccc(/C=C2\C(=O)N(c3ccc(S(N)(=O)=O)cc3)N=C2C)o1 returned HePTP inh -4.
COc1ccc(-c2cc(C(=O)Nc3cc(C)n(Cc4ccc(Cl)cc4)n3)no2)cc1OC was read as BAP1 block 198 and HePTP inh -4.
`COc1ccc(C(=O)N2CCC(C(=O)Nc3ccccc3OC)CC2)cc1` gave BAP1 block 91 and HePTP inh 8.
For CCCOc1ccc(/C=N/N=C/c2ccc(OCCC)cc2)cc1 the results were HePTP inh 6.
O=C(COc1ccccc1Cl)Nc1nccs1 was read as HePTP inh -9.
For COC(=O)C1=C(C)N(c2ccc(S(N)(=O)=O)cc2)C(=O)C1 the results were HePTP inh 12.
Screening COC(=O)C(Cc1c[nH]c2ccccc12)NC(=O)C(c1ccccc1)c1ccccc1 (centres undefined) returned HePTP inh 12.
CCC1CCCCN1S(=O)(=O)c1ccc(C(=O)Nc2nnc(-c3cccs3)o2)cc1 (centres undefined) was read as BAP1 block 110 and HePTP inh 9.
Screening CCOc1ccc(OCc2cccc(C(=O)N3CCOCC3)c2)cc1 returned BAP1 block 96 and HePTP inh 13.
Screening CCOC(=O)c1c(NC(=O)c2cnccn2)sc2c1CCC(C(C)(C)C)C2 (centres undefined) returned HePTP inh 5.
Cc1cccc(NC(=O)/C(=C\c2ccccc2Cl)NC(=O)c2ccccc2)c1 was read as HePTP inh -17.
`CSc1nc2ccccc2n1CC(=O)N1CCCCC1` gave BAP1 block 100 and HePTP inh -6.
Cc1cccc(NC(=O)CSc2nnc([C@@H]3CCCN3C(=O)OC(C)(C)C)o2)c1C was read as BAP1 block 67 and HePTP inh 0.
`CCOC(=O)N1CCN(C(=O)c2ccc(CN(c3ccc(C)c(C)c3)S(C)(=O)=O)cc2)CC1` gave HePTP inh 4.
`C=Cn1c(C(=O)O)cc(CC)c1-c1ccccc1` gave BAP1 block 90 and HePTP inh 6.
Screening Cc1ccc(-c2nnc(-c3ccc(Br)o3)o2)cc1 returned HePTP inh 6.
For COc1ccc(N/C=C/C(=O)c2ccco2)cc1 the results were HePTP inh -4.
Screening Cc1sc2nc(SCC(=O)OC(C)C)n(C)c(=O)c2c1C returned HePTP inh -1.

Sorted by formula weight (largest number first): part of the list above
Screening COc1cc([N+](=O)[O-])ccc1-c1ccc(/C=C2\C(=O)N(c3ccc(S(N)(=O)=O)cc3)N=C2C)o1 returned HePTP inh -4.
`CCOC(=O)N1CCN(C(=O)c2ccc(CN(c3ccc(C)c(C)c3)S(C)(=O)=O)cc2)CC1` gave HePTP inh 4.
COc1ccc(-c2cc(C(=O)Nc3cc(C)n(Cc4ccc(Cl)cc4)n3)no2)cc1OC was read as BAP1 block 198 and HePTP inh -4.
CCC1CCCCN1S(=O)(=O)c1ccc(C(=O)Nc2nnc(-c3cccs3)o2)cc1 (centres undefined) was read as BAP1 block 110 and HePTP inh 9.
Cc1cccc(NC(=O)CSc2nnc([C@@H]3CCCN3C(=O)OC(C)(C)C)o2)c1C was read as BAP1 block 67 and HePTP inh 0.
Screening COC(=O)C(Cc1c[nH]c2ccccc12)NC(=O)C(c1ccccc1)c1ccccc1 (centres undefined) returned HePTP inh 12.
Screening CCOC(=O)c1c(NC(=O)c2cnccn2)sc2c1CCC(C(C)(C)C)C2 (centres undefined) returned HePTP inh 5.
Screening CCOc1ccc(OCc2cccc(C(=O)N3CCOCC3)c2)cc1 returned BAP1 block 96 and HePTP inh 13.
Screening Cc1sc2nc(SCC(=O)OC(C)C)n(C)c(=O)c2c1C returned HePTP inh -1.
For CCCOc1ccc(/C=N/N=C/c2ccc(OCCC)cc2)cc1 the results were HePTP inh 6.
For COC(=O)C1=C(C)N(c2ccc(S(N)(=O)=O)cc2)C(=O)C1 the results were HePTP inh 12.
Screening Cc1ccc(-c2nnc(-c3ccc(Br)o3)o2)cc1 returned HePTP inh 6.
`CSc1nc2ccccc2n1CC(=O)N1CCCCC1` gave BAP1 block 100 and HePTP inh -6.
O=C(COc1ccccc1Cl)Nc1nccs1 was read as HePTP inh -9.
For COc1ccc(N/C=C/C(=O)c2ccco2)cc1 the results were HePTP inh -4.
`C=Cn1c(C(=O)O)cc(CC)c1-c1ccccc1` gave BAP1 block 90 and HePTP inh 6.

Continuation.
For O=C(OCCN1C(=O)c2ccccc2C1=O)c1cnccn1 the results were BAP1 block 136 and HePTP inh 11.
For COc1ccccc1CCNS(=O)(=O)c1c(C)n(C)c(=O)n(C)c1=O the results were BAP1 block 97 and HePTP inh 12.
`CCOC(=O)c1oc2cc(OCC(N)=O)ccc2c(=O)c1-c1ccc(OC)c(OC)c1` gave BAP1 block 113 and HePTP inh 5.
O=C(NCCc1ccc(Cl)cc1)C1CCN(S(=O)(=O)N2CCC3(CC2)OCCO3)CC1 was read as BAP1 block 110 and HePTP inh 2.
`COC(=O)C1=C(C)N(c2ccc(Cl)cc2)/C(=C\c2ccc(OCC(=O)Nc3ccccc3OC)cc2)C1=O` gave HePTP inh -8.
Screening COc1ccc(C(NC(=O)c2ccccc2)c2c(O)ccc3ccccc23)cc1OC (centres undefined) returned HePTP inh 5.
`CC(=O)Nc1nonc1NC(=O)CSc1nc2ccccc2o1` gave BAP1 block 108 and HePTP inh 0.
Cc1noc(C)c1C(=O)N1CCN(C(=O)c2sc3cc(Cl)ccc3c2Cl)CC1 was read as BAP1 block 114 and HePTP inh 1.
Screening CCOC(=O)C1=CN(c2ccc(F)cc2)C=C(C(=O)OCC)C1c1ccc(F)cc1 returned HePTP inh -8.
Nc1ncnc2ncc3c4ccccc4[nH]c3c12 was read as HePTP inh 4.
O=C(NCc1ccccc1)c1ccc(COCC(F)(F)F)o1 was read as BAP1 block 77 and HePTP inh -3.
For Cc1cc(C=C2C(=O)NC(=O)NC2=O)c(C)n1-c1ccc(F)cc1 the results were HePTP inh -3.
Screening CC(=C/c1ccccc1)/C=N/NC(=O)CSc1n[nH]c(=O)[nH]c1=O returned HePTP inh 4.
Screening CCOC(=O)c1ccccc1NC(=O)Cn1cnc2c(oc3ccccc32)c1=O returned BAP1 block 81 and HePTP inh -4.
Cc1cc(=O)oc2cc(OCc3ccccc3F)c(Cl)cc12 was read as BAP1 block 850.
For COc1ccc(C(=O)Nc2ncc(Br)cc2Br)cc1[N+](=O)[O-] the results were HePTP inh 2.
For C=CCN1C(=O)/C(=C\c2ccc(-c3cccc(C(=O)O)c3)o2)C(=O)NC1=S the results were HePTP inh 96*.
Screening CNC(=O)c1nnn(Cc2ccccc2)c1NC(=O)C(F)(F)F returned BAP1 block 113 and HePTP inh 5.
For CCc1ccc(-c2cc(C(=O)Nc3nccs3)c3ccccc3n2)cc1 the results were HePTP inh 8.
Screening Nc1sc2c(c1C(=O)Nc1ccc(Cl)cc1)CCCC2 returned HePTP inh -7.
O=C1CSC(=O)N1c1ccc(O)cc1 was read as HePTP inh 8.
`COc1cc(C(=S)N2CCOCC2)cc(OC)c1OC(=O)c1ccc(Br)cc1` gave HePTP inh 7.
COC(=O)c1ccc(/C=c2\sc3nc(-c4ccc(C)cc4)nn3c2=O)cc1 was read as HePTP inh -14.
For CCOc1ccc(-n2c(-c3ccc(OC)cc3)c[n+]3c2CCCCC3)cc1 the results were BAP1 block 115.
Cc1c(NC(=O)CCC(=O)N2CCCCC2)c(=O)n(-c2ccccc2)n1C was read as BAP1 block 98 and HePTP inh -2.
`Cc1ccc(Cn2nnnc2CN2CCC(O)(c3ccccc3F)CC2)cc1` gave BAP1 block 104 and HePTP inh 7.
Cn1c(=O)[nH]c(=O)c2c1nc(N1CCCCC1)n2CCCSc1nc2ccccc2s1 was read as BAP1 block 87.
For COc1ccccc1C(=O)NC(C)C(c1cccs1)N1CCN(C)CC1 (centres undefined) the results were BAP1 block 127 and HePTP inh -7.
CC1=C(C)CC2C(=O)N(c3ccc(C)c([N+](=O)[O-])c3)C(=O)C2C1 (centres undefined) was read as HePTP inh 6.
CC(Oc1ccc(Cl)cc1Cl)C(=O)N(Cc1ccco1)C1CCS(=O)(=O)C1 (centres undefined) was read as BAP1 block 105 and HePTP inh 1.
`Cn1c(SCC(=O)Nc2ccc(N3CCOCC3)c(Cl)c2)nnc1C(O)c1ccccc1` (centres undefined) gave BAP1 block 132 and HePTP inh 4.
CN(C)c1ccc(NC(=O)/C=C/c2ccccc2Cl)cc1 was read as HePTP inh -8.
`COc1ccc(-c2cc(-c3ccccc3)n[nH]2)cc1` gave HePTP inh 4.
For O=C1CC(SC(=NCc2ccc3c(c2)OCO3)Nc2ccccc2)C(=O)N1c1ccc(Cl)cc1 (centres undefined) the results were HePTP inh 3.
For CCOC(=O)Cc1csc(NC(=O)c2csc3c2CCCC3)n1 the results were BAP1 block 57 and HePTP inh 9.
`COc1ccc(C2CC(=O)C3=C(C2)Nc2ccccc2N(C(C)=O)C3c2ccc(OC)c(OC)c2)cc1` (centres undefined) gave HePTP inh 6.

Random draw from the library; about 0.7% have a hit in one of these screens.
